# Mot1-301 SUMO: yeast Mot1-301 growth rescue at high temperature, primary screen, SUMOylation pathway inhibitor project, S. cerevisiae, ATP luminescence, 38.5C | S. cerevisiae Mot1-301 growth rescue; percent above DMSO median, 100 means doubled | AID 2716, 2010 | actives 1% (n = 320,000) | growth rescue, % at 18.8 µM;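 active means every valid replicate shows activation above 250% relative to neutral control wells; inactive means the rest, any valid replicate at or below 250%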;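 further: OY570 slx delta 5 strain wells were the positive control but not used for scaling; some compounds called inactive have numbers as strong as hits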
# dFosB act: activators of delta FosB homodimer, primary screen, biochemical, fluorescence polarization, TAMRA-CDK5 oligo, single point; purified delta FosB; percent of positive-control signal above neutral wells; AID 493131, 2011; activation, % at 25 µM; actives 0.99% (n = 340,000);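 active means mean activation above about 17%, with every replicate also reaching it, limit read from the data, passing the limit was not always enough; inconclusive means only one of the two conditions met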;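 further: fluorescence polarization rise as delta FosB binds a TAMRA Cdk5 AP-1 oligo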
# NSD2 inh: NSD2 histone methyltransferase inhibitors, primary screen, biochemical, AlphaScreen, single concentration, set 2; NSD2 peptide methylation, 120 min; AID 743445, 2014; inhibition, % at 12.5 µM; actives 0.54% (n = 310,000); in the data active means inhibition above about 50%
# Pemphigus Ab inh: inhibitors of pemphigus antibody binding to DSG3, primary screen, biochemical, bead-based, flow cytometry, scFv-GFP. actives 0.48% (n = 310,000). DSG3-coupled beads, scFv-anti-DSG3-GFP binding; active compounds read low. binding (percent of control), % at 10 µM;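 active means binding more than 3 SD below its plate's average and above zero; inconclusive means below that plate limit but binding exactly zero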;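 further: hits lower antibody fragment binding to DSG3; some compounds called inactive have numbers as strong as hits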
# PKA-R2B act: activators of PKA-R2B holoenzyme, primary screen, biochemical, fluorescence polarization, Cy5-IP20, human; actives 0.079% (n = 340,000); activation, % at 11.4 µM; PKA-R2B holoenzyme dissociation; R2B truncated from residue 108, S112A mutant; 0% DMSO only, 100% 113 µM cGMP; cAMP-dependent protein kinase catalytic subunit beta (Homo sapiens) + cAMP-dependent …;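 active means activation above a cutoff set at the mean over all compounds plus 3 SD, cut at about 18% in these data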;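 further: higher means more holoenzyme dissociation and a rise in polarization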
# Target sequence (P31323 whole entry, looked up, other chains not shown, the tested form may be a part): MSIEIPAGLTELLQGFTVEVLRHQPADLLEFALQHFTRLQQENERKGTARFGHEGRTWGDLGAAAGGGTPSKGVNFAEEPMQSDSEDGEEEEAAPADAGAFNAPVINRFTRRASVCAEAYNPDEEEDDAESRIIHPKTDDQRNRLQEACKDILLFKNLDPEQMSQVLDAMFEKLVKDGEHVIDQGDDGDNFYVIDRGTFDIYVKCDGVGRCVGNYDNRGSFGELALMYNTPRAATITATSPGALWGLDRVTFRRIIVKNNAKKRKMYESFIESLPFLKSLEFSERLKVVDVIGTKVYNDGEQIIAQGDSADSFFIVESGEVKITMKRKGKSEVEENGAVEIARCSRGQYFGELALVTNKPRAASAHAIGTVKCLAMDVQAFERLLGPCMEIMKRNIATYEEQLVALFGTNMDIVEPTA
# CDK5 p35 inh: inhibitors of human CDK5/p35 kinase, primary screen, biochemical, single concentration; Cyclin-dependent kinase 5 (Homo sapiens) + Cyclin-dependent kinase 5 activator 1 (Homo …; Recombinant CDK5/p35, ADP-Glo luminescence, 60 min; inhibition, % at 10 µM; actives 0.01% (n = 330,000);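 active means highest replicate inhibition of at least 50% and at least 75% of replicates reaching 50%; inconclusive means only one of the two criteria met; inactive means both criteria failed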;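 further: plate controls were DMSO neutral control for no effect and GW8510 at 10 µM for full effect; many of its hits are not listed in these tables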
# SR-BI DiI inh: inhibitors of SR-BI mediated HDL lipid uptake, primary screen, ldlA[mSR-BI] cells, fluorescence, single point | Scavenger receptor class B member 1 (Mus musculus), Q61009 | ldlA[mSR-BI] CHO cells, DiI-HDL uptake fluorescence, 3 h | inhibition, % at 12.5 µM | actives 0.96% (n = 320,000) | AID 488896, 2010;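 active means mean replicate inhibition of at least 70% and a set share of replicates each scoring 70 or more; inconclusive means meets just one of the two criteria; inactive means fails both criteria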;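 further: 0% = median of neutral control wells and 100% = median of positive control wells; values of inactives mirror those of a sister screen read the other way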
# Target sequence (Q61009 whole entry, looked up): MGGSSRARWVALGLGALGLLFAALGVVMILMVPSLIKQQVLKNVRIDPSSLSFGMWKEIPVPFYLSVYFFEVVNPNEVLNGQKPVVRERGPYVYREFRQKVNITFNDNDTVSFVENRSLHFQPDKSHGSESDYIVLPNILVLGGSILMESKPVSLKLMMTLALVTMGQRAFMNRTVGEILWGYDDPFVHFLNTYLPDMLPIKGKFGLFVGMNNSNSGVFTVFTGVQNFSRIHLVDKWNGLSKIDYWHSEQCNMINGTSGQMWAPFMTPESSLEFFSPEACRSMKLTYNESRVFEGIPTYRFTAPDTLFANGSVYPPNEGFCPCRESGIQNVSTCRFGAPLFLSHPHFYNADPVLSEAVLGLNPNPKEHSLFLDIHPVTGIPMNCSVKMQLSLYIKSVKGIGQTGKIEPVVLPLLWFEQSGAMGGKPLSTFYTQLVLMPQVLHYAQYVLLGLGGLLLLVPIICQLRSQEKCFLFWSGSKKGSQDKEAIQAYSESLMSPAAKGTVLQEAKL
# Arrestin-AP2 inh: inhibitors of beta-arrestin/AP2 binding, primary screen, biochemical, GPCR trafficking, flow cytometry; AID 504490, 2011; actives 0.31% (n = 340,000); FITC-arrestin peptide / GST-AP2 beads; AP2 beta2 appendage carries R879A mutation; inhibition, % at 10 µM;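 active means inhibition above a set limit, near 3 SD of compounds lacking own fluorescence, cut at about 54% in these data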;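 further: plate controls were DMSO wells for no effect and 5 µM unlabelled arrestin peptide for full effect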
#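 System: GST-tagged AP2 beta2-adaptin appendage (R879A) on 4 µm glutathione beads / Reagent: FITC-arrestin peptide, 50 nM / Detection: HyperCyt-sampled flow cytometry, FL1 channel, ex 488/em 535 nm / Timing: 12 min plus 1 h, RT / Buffer or medium: PBS plus Tween 20 (0.05%) and BSA (0.1%)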
# PKA-R1A act: activators of PKA-R1A holoenzyme, primary screen, biochemical, fluorescence polarization, Cy5-IP20, bovine R1A, mouse PKAc; cAMP-dependent protein kinase type I-alpha regulatory subunit (Bos taurus) + …; PKA-R1A dissociation; scaled: DMSO 0%, 113 µM cGMP 100%; activation, % at 11.4 µM; actives 0.083% (n = 340,000); AID 504707, 2011;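 active means percent activation above the mean of all tested compounds plus 3 SD, cut at about 19% in these data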;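 further: higher means more PKAc released from R1A so a rise in polarization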
# SR-BI uptake up: activators of SR-BI mediated DiI-HDL uptake, primary screen, ldlA[mSR-BI] CHO cells, DiI fluorescence; 3 h; 100 = double the neutral-control signal; activation, % at 12.5 µM; actives 0.096% (n = 320,000);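 active means mean replicate activation of at least 60% and every replicate at or above 60%; inconclusive means mean or all-replicate condition met, but not both; inactive means mean below 60% and not all replicates reaching 60%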;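 further: 0% = median plate neutral-control signal and 100% = twice that signal; values of inactives mirror those of a sister screen read the other way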
#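 Material – SR-BI-overexpressing, LDLR-lacking CHO cells · Medium – BSA-supplemented, HEPES-buffered Ham's F12, pH 7.4 · Doses – single concentration · Times – compound with DiI-HDL co-incubation, 3 h at 37 °C · Measured by – bottom-read fluorescence, 550/595 nm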
# MITF act: activators of MITF-driven TRPM1 promoter reporter, primary screen, cell-based, SK-MEL-5, luciferase, single point; actives 0.75% (n = 300,000); AID 588334, 2011; activation, % at 12.5 µM; SK-MEL-5 TRPM1-promoter luciferase, 24 h; % of positive control, neutral wells = 0;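 active means mean activation of at least 80% with every replicate also reaching 80%; inconclusive means mean reaches 80% but some replicate falls short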;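 further: 0% = neutral control wells and 100% = parthenolide positive control wells; values of inactives mirror those of a sister screen read the other way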
# Starred values were filed as active, the others as inactive; ? = inconclusive; nt = no result given.
SMILES,Mot1-301 SUMO,dFosB act,NSD2 inh,Pemphigus Ab inh,PKA-R2B act,CDK5 p35 inh,SR-BI DiI inh,Arrestin-AP2 inh,PKA-R1A act,SR-BI uptake up,MITF act
CC(=O)N1CCN(C(=O)COc2ccc(N(C)S(=O)(=O)c3cccs3)cc2)CC1,nt,-3,-6,115,-17,-3.8,3,-8,-1,-3,-3
Fc1ccc(CNc2nc3ccccc3n3cnnc23)cc1,14,?,nt,96,0,-0.3,-1,2,-7,1,5
CCOc1ccc(CCNC(=O)CN(C)S(=O)(=O)c2ccc3c(c2)CCC(=O)N3)cc1OCC,-24,-4,0,109,-7,-0.5,nt,-9,10,nt,-9
Cc1csc(C(C)N(C)C(=O)c2ccc(OC3CCN(Cc4ccccn4)CC3)cc2)n1 (configuration not stated),370,-2,1,103,5,-1.5,9,3,-11,-9,-5
COc1ccc(/C=N/NC(=O)c2cc(-c3ccccc3)nc3ccccc23)cc1O,4,-11,2,104,-19,-0.7,40,-10,-12,-40,11
c1ccc(-n2nnnc2SCc2cccc(CSc3nnnn3-c3ccccc3)n2)cc1,0,7,0,102,8,-2.2,-3,2,-3,3,-7
C=CCOc1ccc(/C=C/C(=O)OCC(=O)NCc2cccs2)cc1,28,1,4,42,7,0.2,-7,7,9,7,58
Cc1ccccc1N(CC(=O)NCCSc1ccccn1)S(=O)(=O)c1ccccc1,-1,-7,-4,100,2,0.0,-9,-5,4,9,-9
Cc1ccc2c(Cl)c(C(=O)Nc3cccnc3)sc2c1,34,-24,0,124,-1,-1.3,-10,-14,-15,10,95*
COc1cc(/C=N/N2CCCCC2)cc(OC)c1O,9,-4,4,nt,-7,2.3,4,4,16,-4,-9
CCN(CC)C(=O)C1CCCN(c2ncnc3c2cnn3-c2cccc(C)c2)C1 (configuration not stated),nt,2,-2,100,-4,0.4,27,2,-14,-27,-16
CCOc1cc(S(=O)(=O)NCCc2ccccc2C)c(OCC)cc1-n1cnnn1,-6,-8,7,91,1,-2.2,47,4,-1,-47,1
COC(=O)C(C)N(C#N)c1nc(NC(C)C)nc(SC)n1 (configuration not stated),3,4,2,110,3,0.4,-17,-1,5,17,-12
C/C(CC(=O)Nc1ccccn1)=N\NC(=O)Cc1cccc2ccccc12,8,-8,-1,107,6,-0.5,-19,7,-4,19,-8
Cc1n[nH]c(C)c1CCN(C)C(=O)C1CCC(=O)N(CC2CCCCC2)C1 (configuration not stated),3,-1,5,100,2,0.3,-6,-14,-3,6,0
O=C(Nc1cc(S(=O)(=O)Nc2ccccc2Cl)ccc1O)c1ccc(F)cc1F,-10,10,4,93,0,-0.7,1,-4,5,-1,-5
CNc1c(NS(=O)(=O)c2ccc(C(C)(C)C)cc2)c(=O)oc2ccccc12,0,60*,-3,110,-7,-3.4,nt,-10,4,nt,13
C/C(=N/NC(=O)COc1ccc(C(C)(C)C)cc1)c1ccc(N2CCOCC2)cc1,nt,-14,-3,99,5,-1.7,5,7,4,-5,24
Cc1ccc(NC(=S)N(CCCN2CCCC2)Cc2cccn2Cc2ccc(Cl)cc2)cc1Cl,-16,69*,10,112,1,-0.6,-11,3,-1,11,3
O=c1[nH]c(-[n+]2ccccc2)c(/C=N/N=C(\[O-])c2ccccc2)s1,15,-9,4,92,7,0.3,nt,-7,-4,nt,5
CCOc1ccccc1N1CCN(C(=O)c2cc(S(=O)(=O)N3CCCCC3)ccc2C)CC1,24,-17,14,nt,6,0.7,7,3,14,-7,-1
COc1cccc(/C=N\NC(=O)c2cc(OCC(F)(F)F)ccc2OCC(F)(F)F)c1,-9,-12,29,109,-4,-1.2,19,-6,1,-19,-9
CN(C)c1ccc(/C=C(/NC(=O)c2ccccc2)C(=O)NCCCn2ccnc2)cc1,-21,-1,2,nt,2,-0.9,-26,23,-2,26,13
Cc1cc(C)cc(OCC(=O)O/N=C(\N)c2ccccc2Cl)c1,0,1,-2,nt,2,0.5,6,4,-9,-6,22
CCOc1ccc2[nH]c(=O)c(C(c3nnnn3Cc3ccco3)N3CCC(C)CC3)cc2c1 (configuration not stated),-19,-9,4,103,-2,-4.3,0,0,-9,0,nt
Cc1cccc(Cn2c(Sc3nc(C)cs3)nc3c2c(=O)[nH]c(=O)n3C)c1,4,6,-1,98,-6,0.9,1,7,-5,-1,12
CC(NC(=O)Cn1cc(C(F)(F)F)ccc1=O)c1ccc(F)cc1 (configuration not stated),16,-8,-4,102,-4,0.0,-22,-4,-3,22,-9
COc1ccc(NC(=O)C2CCCN(S(C)(=O)=O)C2)c(OC)c1 (configuration not stated),245,1,3,112,-9,-0.7,-27,-7,-2,27,nt
Cc1cc(=O)[nH]c2sc(C(=O)N3c4ccccc4CC3C)c(N)c12 (configuration not stated),48,-2,1,99,5,-2.1,-5,-8,-2,5,-4
Cc1ccc(C(=O)NCCC(=O)N2CCCC2)cc1,-4,-4,-2,111,-10,0.7,-23,0,-3,23,49

# Pulled by structure from the entries so far (3):
SMILES,Mot1-301 SUMO,dFosB act,NSD2 inh,Pemphigus Ab inh,PKA-R2B act,CDK5 p35 inh,SR-BI DiI inh,Arrestin-AP2 inh,PKA-R1A act,SR-BI uptake up,MITF act
C/C(=N/NC(=O)COc1ccc(C(C)(C)C)cc1)c1ccc(N2CCOCC2)cc1,nt,-14,-3,99,5,-1.7,5,7,4,-5,24
CCOc1ccccc1N1CCN(C(=O)c2cc(S(=O)(=O)N3CCCCC3)ccc2C)CC1,24,-17,14,nt,6,0.7,7,3,14,-7,-1
O=c1[nH]c(-[n+]2ccccc2)c(/C=N/N=C(\[O-])c2ccccc2)s1,15,-9,4,92,7,0.3,nt,-7,-4,nt,5

# Later entries.
SMILES,Mot1-301 SUMO,dFosB act,NSD2 inh,Pemphigus Ab inh,PKA-R2B act,CDK5 p35 inh,SR-BI DiI inh,Arrestin-AP2 inh,PKA-R1A act,SR-BI uptake up,MITF act
CCc1nnc(NC(=O)c2ccc(COc3ccc(C)cc3)o2)s1,13,-2,-6,95,-4,0.1,4,-4,3,-4,4
COc1ccc(CNCCC(c2ccccc2)C2CCOC(C)(C)C2)cc1 (configuration not stated),29,6,2,101,2,0.4,-28,6,11,28,21
CC1CCCN(CCOCCOc2ccc(Br)cc2Cl)C1 (configuration not stated),137,11,3,105,-12,1.8,-33,-5,2,33,19
CCN(CC(=O)Nc1c(F)cccc1F)C(=O)c1n[nH]c2ccccc12,-4,-1,-1,nt,-3,-0.3,-3,38,0,3,4
CCOC(=O)N1CCC(NC(=O)CS(=O)Cc2nc(-c3ccccc3C)oc2C)CC1 (configuration not stated),4,-7,-4,99,-6,0.8,15,4,0,-15,-13
O=C(Nc1scc(-c2ccccc2)c1C(=O)O)c1ccco1,-8,-1,-2,93,2,-1.1,-9,-6,-10,9,13
O=C(Nc1ccccc1N1CCOCC1)C1CCCCN1S(=O)(=O)c1ccccc1 (configuration not stated),44,-8,10,54,8,-1.7,-7,4,-4,7,-3
O=c1[nH]c(-c2ccccc2)c(-c2ccccc2)[nH]1,-8,0,1,101,0,-0.1,-19,7,0,19,nt
Cc1nn(C)cc1CN1CCCC(C(=O)c2ccc(-c3ccccc3)cc2)C1 (configuration not stated),19,-10,41,106,-5,-0.5,3,39,0,-3,-3
Cc1ccc(/C=N/NC(=O)c2ccc(-c3ccccc3)cc2)o1,29,-9,-5,107,6,0.9,nt,-5,-6,nt,nt
c1ccc(CSc2nnc(-c3sccc3-n3cccc3)o2)cc1,-14,-2,-2,100,3,0.7,12,20,-9,-12,nt
COc1ccc(C)cc1NC(=O)NNC(=O)c1cc2ccccc2cc1O,-7,-2,0,nt,3,0.7,117*,8,-10,-117,-6
N#Cc1nc(COc2ccccc2)oc1N1CCN(c2cccc(Cl)c2)CC1,-6,-10,-5,105,-5,1.1,-14,1,-6,14,-5
CCCc1nc2ccccc2c(=O)n1CC(=O)c1ccccc1,9,-2,0,100,-11,3.8,-38,-3,3,38,-5
O=C(NCc1ccco1)c1scc2c1OCCO2,-4,2,90*,108,-16,-0.1,16,5,-5,-16,4
CC[C@@]1(c2ccccc2C)C(=O)N(C(=O)OC)N1C(=O)OC,-22,-4,nt,103,-2,-0.3,2,-3,-7,-2,-20
CCCN(CC(=O)Nc1ccc(F)c(F)c1F)C(=O)c1cc(S(=O)(=O)N(C)C)ccc1N1CCCC1,nt,-10,3,nt,4,0.8,-4,0,-2,4,-13
CCN(CC)c1nc(C)c(C(C)=O)cc1C#N,16,-1,-3,109,6,0.1,1,6,-24,-1,11
CCOC(=O)C1C(=O)C=C(c2ccccc2)CC1c1ccccc1 (configuration not stated),nt,-2,-5,92,1,0.7,39,36,-3,-39,-5
O=C(Nc1ccc(-c2csc(Nc3cccc(C(F)(F)F)c3)n2)cc1)c1cccc(C(F)(F)F)c1,9,-4,nt,103,1,0.9,109*,5,6,-109,13
CC[C@@]12C(=O)N(c3ccccc3)C(=O)N1[C@H](c1ccc(Br)cc1)[C@@H]1C(=O)N(C(C)(C)C)C(=O)[C@@H]12,-2,-9,nt,99,-3,-1.0,-29,12,-11,29,-7
CCC1(C)Cc2c(sc3c2c(=O)n(-c2ccccc2)c(=O)n3C)CO1 (configuration not stated),272,-7,nt,106,4,-0.2,10,3,9,-10,2
O=C(CN1CCN(C(=O)C2CCN(C(=O)/C=C/c3ccccc3)CC2)CC1)Nc1ccccc1Cl,nt,-5,0,102,-13,1.7,-6,14,-6,6,1

# Screening results deposited in PubChem by several laboratories.
